Bioassay records (PubChem)
NS5 inhibitors: Dengue-2 NS5 methyltransferase inhibitors, primary screen, biochemical, confirmation dose response (AID 588689). Genome polyprotein (Dengue virus type 2 (strain 16681-PDK53)). one-dose inhibition, % at 25 µM; IC50 in µM for titrated hits. hit rate 0.3% among 340,000. Dengue-2 NS5 methyltransferase capping enzyme assay, biochemical; higher % means a stronger effect; in the data active = a potency from the dose series; inconclusive = inhibition above about 29% without an active follow-up result
K1F lysis inhibition: inhibition of K1F phage lysis, E. coli UTI89, bacterial capsule biogenesis inhibitors, alamar blue (AID 488966); hit rate 0.02% among 340,000; inhibition, % at 100 µM, or IC50 in µM where a hit was titrated; E. coli UTI89 K1F phage lysis, alamar blue, 2 h; higher % means a stronger effect;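 active = phage lysis inhibition, versus mean bacterial control, above a set limit; inconclusive = no clear call, values can overlap the other calls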;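 note: capsule biogenesis inhibitors block K1F phage lysis so surviving cells raise fluorescence; higher fluorescence means more inhibition of phage lysis; actives were called in the ten point dose series up to 300 µM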
Rac1 GTP hydrolysis: MgcRacGAP GTPase-activating activity inhibitors, confirmation, biochemical, ADP Hunter fluorescence; hit rate 0.6% among 340,000; inhibition, % at 30 µM, or IC50 in µM where a hit was titrated; Rac GTPase-activating protein 1 (Homo sapiens); MgcRacGAP-stimulated Rac1 GTP hydrolysis, ADP Hunter fluorescence; higher % means a stronger effect; GST-tagged Rac1 F28L mutant substrate;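 active = first-screen hits whose inhibition reached a set limit at any dose in the follow-up dose series; inconclusive = inhibition above the set first-screen limit but never retested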;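 note: fluorescence reports GDP produced by GAP-driven GTP hydrolysis; strong numbers were not always called active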
NS5 inhibitors pilot replicate: further read-out of NS5 inhibitors, marked with its call; inhibition, %; measured here: pilot screen replicate inhibition
An asterisk follows results filed as active; ? = inconclusive; [ ] = another dose, or the depositor's remark. These rows are one share of the data. The share of hits here may be higher or lower than overall.

SMILES	NS5 inhibitors	K1F lysis inhibition	Rac1 GTP hydrolysis	others
CC(=O)Nc1cccc(OCCCOc2cccc([N+](=O)[O-])c2)c1	0%	2.1%	4%
O=C(CN1C(=O)CSc2ccc(S(=O)(=O)N3CCCCCC3)cc21)NCCc1ccccc1	0%	-0.7%	7%
COc1ccc(Br)cc1CN(C)C(=O)c1ccccc1SCC(=O)N1CCCC1	-4%	0.4%[50 µM]	0%
O=[N+]([O-])c1ccc2c(c1)-c1ccccc1C2=NO	2%	-0.3%	-1%
O=C1c2ccccc2CCc2ccccc21	-7%	7.2%	2%
c1ccc(Oc2ccccn2)cc1	-1%	1.9%	-3%
CCN1C[C@@H]2[C@@H]3C(=O)N(C)C(=O)[C@@H]3[C@](CC)(C1=O)N2C(=O)c1ccc(C)cc1	2%	1.3%	8%
COC(=O)C(C(=O)OC)C(CC(=O)c1ccc(Br)cc1)c1ccccc1 (stereo unspecified)	8%	1.4%	4%
S=C(Cc1ccccc1)Nc1ccccc1	2%	-3.1%	7%
CCN(CC(=O)Nc1ccc(NC(C)=O)cc1)C(=O)c1ccc(N2C(=O)c3ccccc3C2=O)cc1	-3%	0.6%[50 µM]	2%
CC(C)CC1CCCC12NC(=O)NC2=O (stereo unspecified)	3%	1.7%	-1%
Cn1ccc2cc(OCc3ccccc3)ccc21	-7%	-0.9%	-3%
CN(C)CCNC(=O)c1cccc2[nH]c(-c3ccncc3)nc12	-6%	9.0%	13%
O=C(OC1CCCC1)c1ccc(Cl)cc1Cl	0%	-1.4%	3%
O=C(O)CCC(=O)c1ccc2sc3ccccc3c2c1	-9%	-2.8%	7%
COc1cc(C)c(C2NC(=O)c3ccccc3N2)cc1C (stereo unspecified)	3%	1.9%	-1%
CC1CC2CCCC(O)=C2C(=O)O1 (stereo unspecified)	-2%	3.3%	6%
O=[N+]([O-])c1cccc(SSc2cccc([N+](=O)[O-])c2)c1	-19%	0.6%	54µM*
Cc1ccc(S(=O)(=O)NNC(=O)c2cc(C)c(C)cc2N)cc1	10%	-1.1%	4%
CCCCOc1ccc(N2C(=O)C(C)CNC2=S)cc1 (stereo unspecified)	13%	0.4%	5%
CC(C)C[C@@H](CN)NC(=O)c1nc[nH]c1C(=O)N[C@@H](C)C(=O)CNC[C@H](C)NC(=O)c1nc[nH]c1C(=O)N[C@@H](CC(C)C)C(=O)O	7%	0.0%	5%	NS5 inhibitors pilot replicate=1.2
NC(=S)N=Nc1c(O)cc(O)c2[nH]c(=O)ccc12	20µM*	2.3%	?
COc1ccc(OC)c(CN2CCN(C(=O)c3cccc(S(=O)(=O)Nc4ccc(F)cc4)c3)CC2)c1	-4%	0.3%[50 µM]	3%
COc1ccccc1-n1c(SCC(=O)N(C)C)nnc1-c1ccco1	-10%	0.7%	5%
Cc1ccc(S(=O)(=O)N2CCN(C(=O)COC(=O)CNC(=O)c3ccc(Cl)cc3Cl)CC2)c(C)c1	-3%	-0.9%	-1%
COc1ccc(CN(C)C(=O)c2cccc(NC(=O)CC3SC(N4CCCCC4)=NC3=O)c2)c(OC)c1 (stereo unspecified)	-2%	0.7%[50 µM]	9%
Nc1ncc(S(=O)(=O)c2ccc([N+](=O)[O-])cc2)s1	2%	-4.0%	2%
O=[N+]([O-])c1ccc(O)c(C2CCCCC2)c1	-3%	-7.0%	9%
Cn1c(=O)c2[nH]c(=S)n(Cc3ccccc3)c2n(C)c1=O	11%	0.3%	19µM*
COc1ccccc1NS(=O)(=O)c1cc(C(=O)NC2CC(C)(C)NC(C)(C)C2)ccc1Cl	4%	0.0%[50 µM]	2%
CN(C)CCCN1c2ccc3ccccc3c2Sc2cccc(Cl)c21	-3%	-12%	49µM*
NC(=O)c1ncn([C@@H]2O[C@H](CNCc3cccc(OC4CCCC4)c3)[C@@H](O)[C@H]2O)n1	-1%	0.1%	-13%
O=C(NC1CC1)c1cccc(NC(=O)C2CCN(S(=O)(=O)c3cccc(C(F)(F)F)c3)CC2)c1	-3%	0.5%[50 µM]	4%
Nc1ncnc(N2CCOCC2)n1	6%	3.1%	3%
Nc1c(N(Cc2ccccc2)C(=O)COc2ccc([N+](=O)[O-])cc2)c(=O)[nH]c(=O)n1Cc1ccccc1	-13%	-0.1%[50 µM]	4%
Cc1cccc(CN(C)C)c1CC(O)(c1ccccc1)c1ccccc1	-10%	2.5%	2%
O=C(CC(NC(=O)OCc1ccccc1)C(=O)OCc1ccccc1)OCc1ccccc1 (stereo unspecified)	-2%	0.2%	-2%
COC1OCC(O)C(OC(=O)c2ccccc2)C1OC(=O)c1ccccc1 (stereo unspecified)	2%	-2.7%	7%
O=C1[C@H](Cc2ccccc2)NCCCC[C@H](c2ccc(Cl)cc2)N1Cc1ccccc1	-3%	4.0%	7%
O=C1NC[C@H](Cc2ccccc2)N(CC2CCN(CCc3ccc(-c4ccccc4)cc3)CC2)C1=O	-2%	0.0%	11%	NS5 inhibitors pilot replicate=1.2

Not a retest: entries from further up.
SMILES	NS5 inhibitors	K1F lysis inhibition	Rac1 GTP hydrolysis	others
Cc1ccc(S(=O)(=O)NNC(=O)c2cc(C)c(C)cc2N)cc1	10%	-1.1%	4%
CCCCOc1ccc(N2C(=O)C(C)CNC2=S)cc1 (stereo unspecified)	13%	0.4%	5%
CC(C)C[C@@H](CN)NC(=O)c1nc[nH]c1C(=O)N[C@@H](C)C(=O)CNC[C@H](C)NC(=O)c1nc[nH]c1C(=O)N[C@@H](CC(C)C)C(=O)O	7%	0.0%	5%	NS5 inhibitors pilot replicate=1.2
NC(=S)N=Nc1c(O)cc(O)c2[nH]c(=O)ccc12	20µM*	2.3%	?
COc1ccc(OC)c(CN2CCN(C(=O)c3cccc(S(=O)(=O)Nc4ccc(F)cc4)c3)CC2)c1	-4%	0.3%[50 µM]	3%
COc1ccccc1-n1c(SCC(=O)N(C)C)nnc1-c1ccco1	-10%	0.7%	5%
Cc1ccc(S(=O)(=O)N2CCN(C(=O)COC(=O)CNC(=O)c3ccc(Cl)cc3Cl)CC2)c(C)c1	-3%	-0.9%	-1%
COc1ccc(CN(C)C(=O)c2cccc(NC(=O)CC3SC(N4CCCCC4)=NC3=O)c2)c(OC)c1 (stereo unspecified)	-2%	0.7%[50 µM]	9%
Nc1ncc(S(=O)(=O)c2ccc([N+](=O)[O-])cc2)s1	2%	-4.0%	2%
O=[N+]([O-])c1ccc(O)c(C2CCCCC2)c1	-3%	-7.0%	9%
Cn1c(=O)c2[nH]c(=S)n(Cc3ccccc3)c2n(C)c1=O	11%	0.3%	19µM*
COc1ccccc1NS(=O)(=O)c1cc(C(=O)NC2CC(C)(C)NC(C)(C)C2)ccc1Cl	4%	0.0%[50 µM]	2%
CN(C)CCCN1c2ccc3ccccc3c2Sc2cccc(Cl)c21	-3%	-12%	49µM*
NC(=O)c1ncn([C@@H]2O[C@H](CNCc3cccc(OC4CCCC4)c3)[C@@H](O)[C@H]2O)n1	-1%	0.1%	-13%
O=C(NC1CC1)c1cccc(NC(=O)C2CCN(S(=O)(=O)c3cccc(C(F)(F)F)c3)CC2)c1	-3%	0.5%[50 µM]	4%
Nc1ncnc(N2CCOCC2)n1	6%	3.1%	3%
Nc1c(N(Cc2ccccc2)C(=O)COc2ccc([N+](=O)[O-])cc2)c(=O)[nH]c(=O)n1Cc1ccccc1	-13%	-0.1%[50 µM]	4%
Cc1cccc(CN(C)C)c1CC(O)(c1ccccc1)c1ccccc1	-10%	2.5%	2%
O=C(CC(NC(=O)OCc1ccccc1)C(=O)OCc1ccccc1)OCc1ccccc1 (stereo unspecified)	-2%	0.2%	-2%
COC1OCC(O)C(OC(=O)c2ccccc2)C1OC(=O)c1ccccc1 (stereo unspecified)	2%	-2.7%	7%
O=C1[C@H](Cc2ccccc2)NCCCC[C@H](c2ccc(Cl)cc2)N1Cc1ccccc1	-3%	4.0%	7%

(next part)
SMILES	NS5 inhibitors	K1F lysis inhibition	Rac1 GTP hydrolysis	others
CC(C)(c1cc(Cl)c(O)c(CN2CCOCC2)c1)c1cc(Cl)c(O)c(CN2CCOCC2)c1	-3%	-0.9%	5%
O=C1NCCNC1c1ccccc1 (stereo unspecified)	-1%	-1.8%	-1%
COc1ccc(CC(=O)Nc2ccc(F)c(S(=O)(=O)N3CCOCC3)c2)cc1	-5%	-0.6%	5%
C[C@H](O)[C@@H]1C(=O)N2CCc3ccc(-c4ccccc4)cc3[C@@H]2C[C@@H]1N(C)C(=O)c1ccc(C#N)cc1	3%	0.1%	8%
CC[C@@H]1C(=O)[C@H](Cc2ccccc2)[C@H]2CCCC(=O)N3CC[C@@H]1[C@@H]23	-3%	0.6%	6%
O=C1C=C(N2CCN(c3ccccn3)CC2)C(=O)c2c(O)ccc(O)c21	1%	3.3%	9%
Cc1c2ccncc2cc2c1[nH]c1ccccc12	-7%	-2.0%	8%
C[C@H](NS(=O)(=O)c1ccc(Cl)cc1)C(=O)OCC(=O)NCCc1ccc(S(N)(=O)=O)cc1	-1%	0.5%[50 µM]	11%
C(=NN1CCCCCC1)c1ccc2ccccc2n1	1%	4.8%	-5%
CC1c2ccccc2N(S(=O)(=O)c2ccccc2)C1C (stereo unspecified)	0%	0.7%	4%
CN(c1ccc(F)cc1)S(=O)(=O)c1ccc(Cl)c(C(=O)NCC2(N3CCOCC3)CCCCC2)c1	4%	0.0%[50 µM]	5%
COc1cc2c(cc1OC)C(=O)CCC2	-12%	0.1%	-2%
O=C(CSc1nc(C2CC2)nc2ccccc12)N1CCc2ccccc21	1%	0.0%	8%
Cc1ccc(C(=O)NC2CC(C)(C)NC(C)(C)C2)cc1S(=O)(=O)N1CCOCC1	-4%	1.2%[50 µM]	14%
O=S1(=O)CCOC[C@H](Cc2ccccc2)N1Cc1ccccc1Br	-1%	-0.7%	1%
CC1(c2ccccc2)NC(=O)N(CC(=O)Nc2cc(C(F)(F)F)ccc2N2CCCCC2)C1=O (stereo unspecified)	0%	-1.0%[50 µM]	12%
NC(=O)NN=C(C1CC1)C1CC1	-15%	2.6%	5%
C=C(CCO)C1=CCN(S(=O)(=O)C(C)(C)C)[C@H]1CCO	1%	-0.2%	6%	NS5 inhibitors pilot replicate=0.0
c1ccc2c(c1)ccc1[nH]c3c(c12)CCCC3	6%	-1.9%	17%
O=C(c1ccc(O)c(Br)c1)c1cc(Br)ccc1O	-8%	-1.3%	4%
Cc1ccc(S(=O)(=O)c2cc3c(=O)n4cccc(C)c4nc3n(CCc3ccccc3)c2=N)cc1C	-5%	0.6%	10%
COc1cc(/C=C/c2ccccc2)cc(OC)c1	-5%	-2.1%	-1%
O=c1c([N+](=O)[O-])cn(Cc2ccccc2)c(=O)n1Cc1ccccc1	17%	2.2%	3%
CCCCN(C(=O)C1CC(=O)N(CCc2ccc(OC)c(OC)c2)C1)c1c(N)n(CC(C)C)c(=O)[nH]c1=O (stereo unspecified)	-8%	0.5%[50 µM]	5%
CCOC(=O)C1C(=O)C(=O)N(Cc2ccccc2)C1C(=O)OCC (stereo unspecified)	-5%	-0.1%	3%
CC(C)Oc1ccc(S(=O)(=O)N2CCOCC2)cc1NC(=O)c1cccc(S(=O)(=O)N2CCCC2)c1	-3%	-0.4%[50 µM]	1%
CCC(=O)c1ccc(OCC(=O)OCC(=O)Nc2cccc(S(=O)(=O)N3CCOCC3)c2)cc1	7%	1.0%[50 µM]	3%
CC(C)[C@H](NC(=O)c1cccc(S(=O)(=O)N2CCOCC2)c1)C(=O)OCC(=O)Nc1cccc(Br)c1	1%	-0.1%[50 µM]	16%
CC(=O)OCC1OC(n2c(-c3ccc(Cl)cc3)ccc(C#N)c2=S)C(OC(C)=O)C(OC(C)=O)C1OC(C)=O (stereo unspecified)	-19%	2.8%	5%
O=C(O)c1ccc([N+](=O)[O-])cc1	7%	2.8%[50 µM]	5%
CC1=CC(=O)Nc2cncnc2N1	22%	-1.8%	14%
COc1ccc(C(=O)NNC(=O)c2ccc3ccccc3c2)cc1	-10%	1.0%	2%
CCN1CCC(O)(C(C(=O)O)c2ccccc2)CC1 (stereo unspecified)	-10%	-0.6%	0%
Cc1c(NC(=O)CCc2ccc(S(=O)(=O)N3CCOCC3)cc2)c(=O)n(-c2ccccc2)n1C	-2%	0.0%	-2%
O=C(OCCOc1ccc(Cl)cc1)c1cc(S(=O)(=O)N2CCCCC2)ccc1N1CCOCC1	-3%	-0.3%[50 µM]	7%
Cc1ccc(C(C)C)c(O)c1C(=O)O	1%	-1.6%	-2%
COc1cc(C2c3cc4c(cc3OC(NNC(N)=O)C2C)OCO4)cc(OC)c1OC (stereo unspecified)	-3%	-3.0%	7%
O=C1/C(=C\c2ccc([N+](=O)[O-])cc2)CS(=O)(=O)C/C1=C/c1ccc([N+](=O)[O-])cc1	>100µM*	-9.5%	25µM*
CCCCC1C(=O)NN(c2ccccc2)C1=O (stereo unspecified)	6%	2.7%	-5%
O=C(OCCSCCOC(=O)C1CC=CCC1)C1CC=CCC1 (stereo unspecified)	-5%	0.4%	-3%
